# Bioassay records deposited in PubChem BioAssay by The Scripps Research Institute Molecular Screening Center.
# PG9 Ab binder – PG9 antibody binding by small molecule; TR-FRET gp120-PG9 antibody binding; inhibition, % at 6.7 µM; actives 0.43% (n = 360,000); in the data active means inhibition above about 8.5%
# LEDGF integ inh – blocks HIV-1 LEDGF/p75-dependent DNA integration; inhibition, % at 3.7 µM; AID 743269; actives 0.64% (n = 370,000); TR-FRET IN-LEDGF/p75 DNA integration, Eu/Cy5;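 active means inhibition above the screen-wide mean plus 3 SD, cut at about 13% in these data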;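 further: signal is the Cy5 over europium emission ratio at 671 and 618 nm; 0% = plate median of compound wells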
# TDP2 absorb – TDP2 (human) inhibition, absorbance primary screen. O95551. recombinant TDP2, T5PNP hydrolysis, p-nitrophenol absorbance 415 nm. inhibition, % at 12.8 µM. actives 0.34% (n = 370,000). AID 720702;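 active means inhibition above the mean of all tested compounds plus 3 SD, set per campaign, cut at about 25% in these data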;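 further: 0% = DMSO with enzyme and 100% = buffer with substrate but no TDP2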
#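 Test system: Human TDP2 enzyme | Reagent: 5 mM T5PNP | Compound dosing: 12.8 µM single point, 1% DMSO | Incubation: Enzyme reaction with compound for 2 h at 37 °C | Technique: p-Nitrophenol epi absorbance | Read-out: % inhibition relative to enzyme-containing and enzyme-free wells | Benchmarks: High control without enzyme, low control DMSO plus TDP2 | Replicates: Singlicate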
# DDE Tn7 FP inh – inhibitors of Tn7 peptide binding to human fibrin DD(E); P02675; FP displacement of FITC-Tn7 peptide from fibrin DD(E); 0% = median of compound wells per plate; inhibition, % at 8.3 µM; actives 0.13% (n = 370,000); AID 720508;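 active means inhibition above the mean of compounds falling within the control limits plus 3 SD of them, cut at about 14% in these data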;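 further: 0% = plate median of compound wells and 100% = 10 µM Aha-Tn7 peptide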
#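 Test system – human fibrin DD(E) · Times – 10 min preincubation, 3 h with tracer, room temperature · Detection – fluorescence polarization of the labelled Tn7 tracer · Measure – percent inhibition normalized to high-control wells · Benchmarks – high control wells with 10 µM unlabelled Aha-Tn7 peptide (full inhibition) · Repeats – singlicate testing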
# HTRA1 inh – HTRA1 (human) protease inhibition | inhibition, % at 5.96 µM | actives 0.5% (n = 340,000) | recombinant HTRA1, FP-rhodamine activity-based probe, fluorescence polarization; in the data active means inhibition above about 36%;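 further: 0% = enzyme with DMSO and 100% = wells lacking enzyme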
# ABHD4 inh – ABHD4 (mouse) inhibition, primary FP screen. actives 0.54% (n = 370,000). Q8VD66. AID 720543. purified mABHD4, FP-Rh probe fluorescence polarization. inhibition, % at 8.92 µM;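 active means inhibition exceeding the mean over every tested compound plus 3 SD, cut at about 30% in these data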;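 further: 0% = plate median of compound wells and 100% = S159A mutant with DMSO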
# Target sequence (Q8VD66 whole entry, looked up): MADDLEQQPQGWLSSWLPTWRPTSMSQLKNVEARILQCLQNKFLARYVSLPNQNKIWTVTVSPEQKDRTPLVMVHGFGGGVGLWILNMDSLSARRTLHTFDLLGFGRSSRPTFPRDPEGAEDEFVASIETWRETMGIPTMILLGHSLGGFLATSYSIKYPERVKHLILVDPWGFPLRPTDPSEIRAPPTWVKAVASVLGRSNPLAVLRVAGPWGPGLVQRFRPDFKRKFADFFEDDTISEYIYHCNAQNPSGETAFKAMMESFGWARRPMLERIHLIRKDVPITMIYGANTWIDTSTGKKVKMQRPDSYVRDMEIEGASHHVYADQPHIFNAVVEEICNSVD
#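 Test system: mouse ABHD4 enzyme, wild type. Reagent: FP-Rh fluorescent activity-based probe, added after compound pre-incubation. Timing: pre-incubation 45 min, probe exposure 60 min, at 25 °C. Technique: FP readout, ex 525 nm / em 598 nm. Benchmarks: high control S159A mutant with DMSO, low control median of compound wells.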
# TCR CD3 inh – blocks the human TCR-CD3 interaction. AID 651800. TAMRA-labeled TCR probe fluorescence, biochemical. actives 0.37% (n = 360,000). inhibition, % at 9.4 µM; in the data active means inhibition above about 19%;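 further: recombinant mutant TCR 2C K166C tagged with TAMRA read by polarization; 0% = receptor in buffer alone and 100% = receptor with positive control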
# UHRF1 MBD2 ctr – UHRF1 methyl-DNA binding inhibition. Q96T88. UHRF1 binding to methylated oligo, TR-FRET. inhibition, % at 4.4 µM. actives 0.75% (n = 370,000); in the data active means inhibition above about 21%;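 further: UHRF1 SRA domain binding a hemimethylated CpG hairpin DNA probe; 0% = median of test compound wells and 100% = reference inhibitor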
# PRMT1 FP inh – inhibitors of human PRMT1 | Q99873 | recombinant PRMT1, activity-based probe fluorescence polarization | inhibition, % at 2.79 µM | actives 1.3% (n = 370,000) | AID 652257;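 active means inhibition above about 21% made by adding two undisclosed values, limit read from the data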
# Target sequence (Q99873 whole entry, looked up): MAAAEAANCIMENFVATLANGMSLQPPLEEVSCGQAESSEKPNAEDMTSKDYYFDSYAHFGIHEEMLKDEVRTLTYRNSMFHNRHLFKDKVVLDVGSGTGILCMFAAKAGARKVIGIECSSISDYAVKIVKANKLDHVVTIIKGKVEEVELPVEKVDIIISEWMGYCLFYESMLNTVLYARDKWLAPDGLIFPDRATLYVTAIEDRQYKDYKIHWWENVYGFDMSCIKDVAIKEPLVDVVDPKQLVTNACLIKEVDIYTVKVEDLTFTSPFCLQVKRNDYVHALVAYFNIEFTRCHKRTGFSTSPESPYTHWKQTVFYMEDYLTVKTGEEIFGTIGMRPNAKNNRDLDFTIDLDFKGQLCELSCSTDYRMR
# SIAE primary – inhibitors of human sialic acid acetylesterase SIAE; SIAE FP-Rh probe binding, fluorescence polarization; inhibition, % at 9.66 µM; actives 0.69% (n = 370,000); AID 1053197;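 active means inhibition above a cutoff: mean of compounds within the control limits plus 3 SD of those, cut at about 17% in these data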;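 further: 0% = plate median of compound wells and 100% = probe without SIAE protein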
# An asterisk follows results filed as active; x = no result given.
1	CC(=O)NC(=S)Nc1ccc(S(=O)(=O)N(C)Cc2ccccc2)cc1
2	O=C(O)CCn1ccnc1-c1ccccc1
3	O=C(CSc1nc2[nH]ncc2c(=O)[nH]1)Nc1ccccc1C(F)(F)F
4	CC(=O)c1cccc(NC(=O)c2ccc(NS(C)(=O)=O)cc2)c1
5	Nc1[nH]c(C(=O)c2ccccc2)c(-c2ccncc2)c1C(=O)NC1CC1
6	O=C(NCc1ccc2c(c1)OCO2)c1cccc(Cl)c1

Assay by compound | 1 | 2 | 3 | 4 | 5 | 6
PG9 Ab binder | -1.5 | 1.2 | 0.5 | -2.6 | 0.0 | -1.7
LEDGF integ inh | -2 | -2 | 2 | -1 | 2 | -1
TDP2 absorb | 11 | -4 | 9 | -1 | 1 | -1
DDE Tn7 FP inh | -6 | 4 | 0 | -5 | -4 | 4
HTRA1 inh | -19 | -2 | 2 | -3 | x | 3
ABHD4 inh | -5 | -12 | 3 | -4 | 3 | -8
TCR CD3 inh | 10 | 5 | -2 | -3 | -2 | -1
UHRF1 MBD2 ctr | -1 | 1 | -1 | -3 | 3 | 0
PRMT1 FP inh | -2 | 4 | -3 | 0 | -6 | 1
SIAE primary | -2 | 4 | 5 | 2 | -2 | 6

# An excerpt from above in order of their number in SIAE primary, falling.
entry | molecule | PG9 Ab binder | LEDGF integ inh | TDP2 absorb | HTRA1 inh | ABHD4 inh | TCR CD3 inh | UHRF1 MBD2 ctr | PRMT1 FP inh | SIAE primary
6 | O=C(NCc1ccc2c(c1)OCO2)c1cccc(Cl)c1 | -1.7 | -1 | -1 | 3 | -8 | -1 | 0 | 1 | 6
4 | CC(=O)c1cccc(NC(=O)c2ccc(NS(C)(=O)=O)cc2)c1 | -2.6 | -1 | -1 | -3 | -4 | -3 | -3 | 0 | 2
1 | CC(=O)NC(=S)Nc1ccc(S(=O)(=O)N(C)Cc2ccccc2)cc1 | -1.5 | -2 | 11 | -19 | -5 | 10 | -1 | -2 | -2

# The list goes on.
7	O=C(Nc1cc(F)cc(F)c1)c1ccc(NCCCN2CCCCCC2)c([N+](=O)[O-])c1
8	CCCc1nnc(N2C(=O)c3cccc4cccc(c34)C2=O)s1
9	CCNC(=S)N1CCC(C(=O)c2ccc(Cl)cc2)CC1
10	Cc1onc(-c2c(F)cccc2Cl)c1C(=O)NCc1ccc(F)cc1
11	CCCCS(=O)CC(COc1ccc(Cl)cc1)OC(=O)c1ccccc1 (stereo not given)
12	COc1ccccc1N1CCN(/N=C/C=C/c2ccccc2[N+](=O)[O-])CC1

Assay by compound | 7 | 8 | 9 | 10 | 11 | 12
PG9 Ab binder | -2.0 | 0.5 | 2.5 | 0.0 | -2.8 | -2.9
LEDGF integ inh | 1 | -1 | -6 | -2 | 2 | -2
TDP2 absorb | -7 | 3 | -14 | -2 | -11 | -1
DDE Tn7 FP inh | -9 | 1 | 4 | 8 | 0 | -5
HTRA1 inh | -2 | 1 | 3 | -1 | -20 | -1
ABHD4 inh | -1 | 2 | -7 | 1 | -7 | -2
TCR CD3 inh | -1 | 5 | 3 | 8 | -2 | 6
UHRF1 MBD2 ctr | -10 | -6 | 5 | -1 | -4 | 0
PRMT1 FP inh | -7 | -2 | 3 | -1 | -1 | -1
SIAE primary | 4 | 2 | -8 | 0 | -6 | 9

13	COc1ccc(N2CCN(CC(O)COc3ccc(C)cc3C)CC2)cc1 (stereo not given)
14	Cc1cc(C)cc(N(CC(=O)NC2CCC(C)CC2)S(=O)(=O)c2cccs2)c1 (stereo not given)
15	CC(C)N(CCC(=O)c1ccc2ccccc2c1)Cc1ccccc1
16	COc1ccc(N2CCN(C(=O)c3ccc(-c4ccccc4)cc3)CC2)cc1
17	CC(C)N(C)Cc1nnnn1CC(=O)NCc1cc(F)cc(C(F)(F)F)c1
18	Cc1cc(C)c(NC(=O)CSc2ccc3nnc(CCNC(=O)c4ccccc4)n3n2)c(C)c1

Assay by compound | 13 | 14 | 15 | 16 | 17 | 18
PG9 Ab binder | 0.9 | x | -1.4 | 0.1 | 0.4 | -1.0
LEDGF integ inh | 1 | -3 | -2 | -3 | 8 | -2
TDP2 absorb | -12 | 11 | 1 | 7 | -23 | 7
DDE Tn7 FP inh | 4 | -4 | 3 | 5 | -2 | -9
HTRA1 inh | 4 | x | -8 | 6 | 2 | 4
ABHD4 inh | -3 | 19 | -7 | 4 | -7 | 3
TCR CD3 inh | -4 | x | 4 | -2 | -2 | 2
UHRF1 MBD2 ctr | 5 | 1 | 1 | 2 | 4 | -2
PRMT1 FP inh | 3 | 0 | 54* | 2 | 3 | 0
SIAE primary | -3 | 1 | -13 | 1 | -3 | 5

19	COCCN(CCOC)C(=O)c1ccc(NS(=O)(=O)c2ccc3[nH]c(=O)[nH]c3c2)cc1
20	CN(C(=O)CS(=O)(=O)Cc1ccccc1Cl)c1ccccc1
21	CCOc1ccc(NC(=O)C2CCCN(S(C)(=O)=O)C2)cc1 (stereo not given)
22	COc1ccc(OC)c(-c2cc(C(=O)NCc3ccco3)no2)c1
23	CCCCn1c(N)c(N(CC(C)C)C(=O)C2CCN(S(=O)(=O)c3ccc(Cl)cc3)CC2)c(=O)[nH]c1=O
24	CCCCn1c(N)c(N(CCOC)C(=O)C2CCN(C(=O)c3ccccc3C)CC2)c(=O)[nH]c1=O
25	Cc1nc(NC(=O)COC(=O)c2ccc(CO)cc2)c(Cl)cc1Cl

Assay by compound | 19 | 20 | 21 | 22 | 23 | 24 | 25
PG9 Ab binder | -0.9 | 1.5 | 0.1 | 2.1 | 0.4 | -0.2 | -0.6
LEDGF integ inh | 1 | 0 | -1 | -1 | -4 | 6 | -3
TDP2 absorb | 6 | 8 | 18 | 9 | 3 | 6 | 1
DDE Tn7 FP inh | 4 | 6 | 4 | -3 | -1 | 0 | -1
HTRA1 inh | -2 | 0 | -9 | -7 | 0 | 1 | 11
ABHD4 inh | -1 | -1 | -4 | -8 | 6 | 1 | -2
TCR CD3 inh | 4 | -7 | 2 | 2 | 0 | 5 | -3
UHRF1 MBD2 ctr | 1 | -1 | 1 | -8 | -1 | -1 | 2
PRMT1 FP inh | -1 | 0 | -4 | -1 | -3 | -3 | 2
SIAE primary | 0 | 5 | -5 | -8 | 4 | 0 | 4

# Gathered by group, those above containing sulfur.
1	CC(=O)NC(=S)Nc1ccc(S(=O)(=O)N(C)Cc2ccccc2)cc1
3	O=C(CSc1nc2[nH]ncc2c(=O)[nH]1)Nc1ccccc1C(F)(F)F
4	CC(=O)c1cccc(NC(=O)c2ccc(NS(C)(=O)=O)cc2)c1
8	CCCc1nnc(N2C(=O)c3cccc4cccc(c34)C2=O)s1
9	CCNC(=S)N1CCC(C(=O)c2ccc(Cl)cc2)CC1
11	CCCCS(=O)CC(COc1ccc(Cl)cc1)OC(=O)c1ccccc1 (stereo not given)
14	Cc1cc(C)cc(N(CC(=O)NC2CCC(C)CC2)S(=O)(=O)c2cccs2)c1 (stereo not given)
18	Cc1cc(C)c(NC(=O)CSc2ccc3nnc(CCNC(=O)c4ccccc4)n3n2)c(C)c1

Assay by compound | 1 | 3 | 4 | 8 | 9 | 11 | 14 | 18
PG9 Ab binder | -1.5 | 0.5 | -2.6 | 0.5 | 2.5 | -2.8 | x | -1.0
LEDGF integ inh | -2 | 2 | -1 | -1 | -6 | 2 | -3 | -2
TDP2 absorb | 11 | 9 | -1 | 3 | -14 | -11 | 11 | 7
DDE Tn7 FP inh | -6 | 0 | -5 | 1 | 4 | 0 | -4 | -9
HTRA1 inh | -19 | 2 | -3 | 1 | 3 | -20 | x | 4
ABHD4 inh | -5 | 3 | -4 | 2 | -7 | -7 | 19 | 3
TCR CD3 inh | 10 | -2 | -3 | 5 | 3 | -2 | x | 2
UHRF1 MBD2 ctr | -1 | -1 | -3 | -6 | 5 | -4 | 1 | -2
PRMT1 FP inh | -2 | -3 | 0 | -2 | 3 | -1 | 0 | 0
SIAE primary | -2 | 5 | 2 | 2 | -8 | -6 | 1 | 5

19	COCCN(CCOC)C(=O)c1ccc(NS(=O)(=O)c2ccc3[nH]c(=O)[nH]c3c2)cc1
20	CN(C(=O)CS(=O)(=O)Cc1ccccc1Cl)c1ccccc1
21	CCOc1ccc(NC(=O)C2CCCN(S(C)(=O)=O)C2)cc1 (stereo not given)
23	CCCCn1c(N)c(N(CC(C)C)C(=O)C2CCN(S(=O)(=O)c3ccc(Cl)cc3)CC2)c(=O)[nH]c1=O

Assay by compound | 19 | 20 | 21 | 23
PG9 Ab binder | -0.9 | 1.5 | 0.1 | 0.4
LEDGF integ inh | 1 | 0 | -1 | -4
TDP2 absorb | 6 | 8 | 18 | 3
DDE Tn7 FP inh | 4 | 6 | 4 | -1
HTRA1 inh | -2 | 0 | -9 | 0
ABHD4 inh | -1 | -1 | -4 | 6
TCR CD3 inh | 4 | -7 | 2 | 0
UHRF1 MBD2 ctr | 1 | -1 | 1 | -1
PRMT1 FP inh | -1 | 0 | -4 | -3
SIAE primary | 0 | 5 | -5 | 4
